Screening data: PubChem BioAssay, National Center for Advancing Translational Sciences (NCATS)
TDP1 cell CPT: DT40-hTDP1 cell growth loss with CPT; AID 686979; actives 12% (n = 420,000); chicken DT40 Tdp1-/-;hTDP1 cells + 20 nM CPT, ATP luminescence, 48 h; Potency, µM (doses to about 46.2 µM), without a hit: at the highest dose activity change, negative = growth inhibition, hits mostly inhibitors; further: nearly all actives have a fitted effect of over 55% in size
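Cell growth measured by CellTiter-Glo luminescence after a minimum 48 h, 37 C compound exposure with 20 nM CPT in Tdp1-knockout DT40 cells stably expressing hTDP1, seeded 400/well; qHTS titration format.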
GCN5L2 inh: blocks human GCN5L2 histone acetyltransferase | Q92830 | GCN5L2 HAT assay, ThioGlo1 CoA-SH fluorescence | Potency, µM (highest dose often 58.9 µM), for the others: at the top dose activity change, negative = inhibition, actives largely listed as inhibitors | actives 0.21% (n = 390,000)
Target sequence (Q92830 whole entry, looked up): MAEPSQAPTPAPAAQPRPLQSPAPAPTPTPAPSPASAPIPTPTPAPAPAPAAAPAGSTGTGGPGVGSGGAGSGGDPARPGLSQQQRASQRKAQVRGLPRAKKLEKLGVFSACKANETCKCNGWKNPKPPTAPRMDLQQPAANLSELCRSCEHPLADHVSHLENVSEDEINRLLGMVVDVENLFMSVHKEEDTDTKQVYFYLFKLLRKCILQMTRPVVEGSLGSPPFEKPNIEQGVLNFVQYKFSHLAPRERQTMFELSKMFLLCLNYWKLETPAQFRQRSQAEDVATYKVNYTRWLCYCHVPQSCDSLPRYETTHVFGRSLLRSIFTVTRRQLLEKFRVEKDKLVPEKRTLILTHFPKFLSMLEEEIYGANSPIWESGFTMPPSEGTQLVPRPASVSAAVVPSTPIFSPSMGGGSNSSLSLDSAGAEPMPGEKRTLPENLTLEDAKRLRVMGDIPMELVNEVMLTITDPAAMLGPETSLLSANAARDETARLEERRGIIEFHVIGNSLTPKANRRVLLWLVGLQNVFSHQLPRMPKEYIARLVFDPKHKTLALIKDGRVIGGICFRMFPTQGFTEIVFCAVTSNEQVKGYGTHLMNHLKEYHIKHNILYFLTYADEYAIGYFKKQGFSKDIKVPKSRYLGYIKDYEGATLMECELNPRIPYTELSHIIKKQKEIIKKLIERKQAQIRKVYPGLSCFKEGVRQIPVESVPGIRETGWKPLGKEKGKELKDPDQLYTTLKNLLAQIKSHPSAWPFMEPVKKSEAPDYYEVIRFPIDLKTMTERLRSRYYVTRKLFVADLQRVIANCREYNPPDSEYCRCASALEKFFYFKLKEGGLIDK
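GCN5L2 (20nM final) in 50mM HEPES, 0.1mM EDTA pH 7.5, 0.01% Tween-20 was preincubated 15 min at room temperature with compound, then given ThioGlo1 (50uM), H3(1-25) peptide (75uM) and acetyl-CoA (70uM); CoA-thiol fluorescence (Ex340/Em540) was read at 0 and 20 min.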
DT40 TDP1 no CPT: qHTS for Inhibitors of human tyrosyl-DNA phosphodiesterase 1 (TDP1): qHTS in cells in absence of CPT | DT40 Tdp1-/- hTDP1 cells, no CPT, ATP luminescence, 48 h | Potency, µM (top dose mostly 46.2 µM), for inactives: top-dose activity change, negative = growth inhibition, usual class: inhibitors | actives 15% (n = 420,000) | AID 686978, 2013; further: nearly all actives have a fitted effect of over 55% in size
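Camptothecin absent (DMSO only). Human TDP1-complemented DT40 knockout cells, 400 cells/well, 37 °C for minimum 48 hr; ATP measured via CellTiter-Glo, 30 min dark incubation, luminescence.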
* = called active by the depositor; ? = inconclusive; nt = not tested or not shown; & = joins results of further samples. The call rests on the fitted dose curve; in most records, active means well fitted curve in the direction sought with a large enough effect; inconclusive means small, poorly fitted or top-dose-only effect, or another doubt; inactive means no such curve, though single readings can be large; an effect the other way counts as inactive or inconclusive. On the % scale 0 is the no-effect control and ±100 the full control effect; potency means the concentration at half of the fitted maximal effect.

SMILES | TDP1 cell CPT | GCN5L2 inh | DT40 TDP1 no CPT
OC(c1ccccc1)c1ncc(-c2ccccc2Cl)[nH]1 (centres undefined) | 3% | nt | -15%
Cc1c(Cl)c(C(=O)N2CCCc3ccccc32)nn1C | -4% | ? | -14%
CCSc1ccccc1C(=O)NCc1ccco1 | 0% | -7% | 2%
CC(=O)c1c(C)[nH]c(C(=O)N2CCc3ccccc3C2)c1C | -12% | ? | -16%
O=C(Nc1ccc2c(c1)oc1ccccc12)c1ccc2c(c1)OCO2 | -19% | -6% | ?
CCOc1cccc(OCCCn2c(-c3ccc(Br)cc3)nc3ccccc3c2=O)c1 | -26% | -11% | -19%
CCN(CC)S(=O)(=O)c1ccc2c(c1)c(=O)c(C(=O)N1CCc3ccccc3C1)cn2C | -4% | 3% | -3%
Cc1nc2c3ccccc3nc(NNC(=O)CCC(=O)N3CCN(c4cccc(Cl)c4)CC3)n2n1 | ? | -10% | ?
Cc1cc(C)cc(-n2cnc3cc(C(=O)NC4CCCCCC4)ccc32)c1 | ? | 0% | ?
CC(=O)NC1(NC(C)=O)CCN(C)C(c2ccccc2)C1C (centres undefined) | 0% | -7% | 11%
COc1ccc(C(=O)Nc2ccc(C)c(S(=O)(=O)N3CCOCC3)c2)cc1S(=O)(=O)N1CCCC1 | 21µM* | nt | ?
C=CCSc1nnc(NC(=O)C23CC4CC(CC(NC(C)=O)(C4)C2)C3)s1 | 0% | -4% | 1%
COc1cc(/C=N/NS(=O)(=O)c2ccccc2)ccc1OS(=O)(=O)c1ccc(C)cc1 | 1% | -4% | -6%
COc1ccc(C2CC(c3ccc([N+](=O)[O-])cc3)=NN2C(C)=O)cc1 (centres undefined) | ? | -3% | 15µM*
O=C(NCc1ccccc1)C(Cc1ccccc1)NS(=O)(=O)c1cccc2nsnc12 (centres undefined) | -7% | 1% | -10%
CCOC(=O)c1oc2ccccc2c1COC(=O)CNC(=O)c1cccc(C)c1 | 1% | -2% | 5%
COc1ccc(C2=C(C)C(=O)N(Cc3ccc(C(=O)NC(C)c4ccccc4)cc3)S2(=O)=O)cc1 (centres undefined) | -12% | -21% | -20%
Cc1ccc2c(c1)COc1c3ccc(C(=O)N[C@@H](C)CO)cc3nn1-2 | ? | ? | ?
O=S(=O)(Nc1cccc(-c2ccc(N3CCCC3)nn2)c1)c1cc(F)ccc1F | -1% | -5% | -20%
COc1cccc(CNc2nc3ccccc3c3nc(-c4cccc(C)c4)nn23)c1 | ? | -15% | ?
CC(C)Cc1cc(C(=O)Nc2cc(Br)ccc2O)no1 | ? | -6% | 15µM*
CCOC(=O)c1ccc(S(=O)(=O)NNS(=O)(=O)c2ccc(C)cc2)cc1 | 11% | -8% | 1%
Cc1c2c(nc3ccccc13)CCC(C)C2 (centres undefined) | 16% | -2% | -21%
CCc1ccc(NC(=O)CSc2nc3c(c(=O)[nH]2)CN(Cc2ccc4c(c2)OCO4)CC3)cc1 | -1% | 0% | ?
COC1=CCC2([N+](=O)[O-])CN(CC(=O)O)CC1([N+](=O)[O-])C2 (centres undefined) | -15% | -3% | -2%
Other entries follow:
SMILES | TDP1 cell CPT | GCN5L2 inh | DT40 TDP1 no CPT
CCCn1cnnc1CNC(=O)C1CCC(=O)N(CCc2cccc(F)c2)C1 (centres undefined) | -2% | 1% | 24%
CCOc1ccccc1NC(=O)C(OC(=O)c1cnccn1)c1ccccc1 (centres undefined) | -13% | -7% | -15%
CCn1c(=S)[nH]c2c(=O)n(C)c(=O)n(C)c21 | -3% | nt | -24%
Cc1cc(OC(C)C(=O)N2CCN(c3ccc(F)cc3)CC2)c2c(C)c(C)c(=O)oc2c1 (centres undefined) | ? | -2% | ?
CCOc1ccccc1NC(=O)NCc1cccnc1 | 2% | -9% | -8%
N#CC(c1ccc(Cl)nn1)c1ccc(Cl)cc1Cl (centres undefined) | -5% | -9% | -26%
Cc1ccc(CNC(=O)Nc2ccc(F)cc2)n1C | -24% | 28% | 6%
O=C(CCl)Nc1cccc(S(=O)(=O)NC2=NCCCCC2)c1 | 3.7µM* | -4% | 5.2µM*
COCCNc1nc2c(c(=O)n(Cc3cccc(Cl)c3)c(=O)n2C)n1C | ? | -30%&-4% | ?
CCC1CCCCN1C(=S)NC(=O)c1cccs1 (centres undefined) | ? | -7% | ?
COc1ccc(N/C=C/C(=O)c2ccc3c(c2)OCO3)cc1OC | -2% | -4% | 11%
CCn1c(CN2CCN(CCO)CC2)nc2ccccc21 | 0% | -12% | 17%
O=c1c2ccccc2sc2ccc(Cl)cc12 | -5% | 11% | -12%
Cc1ccc(C(=O)Nc2ncccc2O)cc1S(=O)(=O)N1CCCCC1 | 1% | -5% | 1%
CC(=O)NC(=O)COC(=O)/C=C/c1c(C)nn(Cc2c(Cl)cccc2Cl)c1Cl | -20% | -6% | ?
CCc1ccc(-n2c(SCC(=O)N3CCC(C(=O)O)CC3)nnc2-c2ccncc2)cc1 | 0% | -3% | -5%
COc1ccc(CNC(=O)[C@@H]2CC=C[C@@H]3CCN(Cc4ccccc4)C(=O)[C@@H]32)cc1 | ? | nt | ?
CC1CCCC(C)N1C(=O)CSc1nc2ccccc2s1 (centres undefined) | ? | -5% | ?
FC(F)Oc1ccc(NC(=S)Nn2cnnc2)cc1 | ? | -16% | ?
CC(C)CCOc1cccc(OCC(=O)NC2CCS(=O)(=O)C2)c1 (centres undefined) | -28% | ? | -26%
Cc1nonc1CC(=O)N1CCCC(C(=O)c2ccc(Cl)cc2)C1 (centres undefined) | ? | -10% | ?
CCOC(=O)c1cccc(NC(=O)C(C)n2nc(C)c3c(C)n(-c4ccccc4)nc3c2=O)c1 (centres undefined) | ? | -11% | ?
CCOc1ccccc1C(=O)N[C@H](C(=O)NNC(=O)c1cccs1)C(C)C | -23% | 0% | -6%
CCOC(=O)C1(CCOc2ccccc2)CCN(Cc2ccc(OC)cc2)CC1 | 15µM* | nt | 21µM*
O=C(C[n+]1ccccc1Cl)c1cccc([N+](=O)[O-])c1 | ? | nt | ?
Continuation:
SMILES | TDP1 cell CPT | GCN5L2 inh | DT40 TDP1 no CPT
O=C(N/N=C\c1ccc(Cl)s1)c1ccc(Cn2cccn2)o1 | ? | -5% | ?
COC(=O)c1ccccc1S(=O)(=O)N(Cc1ccco1)Cc1cc2cc(OC)ccc2[nH]c1=O | ? | 0% | 18µM*
CC1Cn2c(C(=O)NCc3cccc(Br)c3)cc3cccc(c32)S1 (centres undefined) | ? | 0% | ?
CCN(CC)CCCNC(=O)CCC(=O)NNc1nc2ccccc2c2nc(C)nn12 | 0%&-11% | -4%&0% | 0%&-26%
C=CCNC(=S)Nc1ccc(Cl)cc1F | -24% | -4% | 3%
Cc1ccccc1-n1ncc2c1CC(C)(C)CC2NC(=O)CCCN1CCCC1=O (centres undefined) | -7% | -12% | ?
Cc1cccc(NC(=O)CSCc2cc(=O)n3c(C)csc3n2)c1C | 0% | 1% | 15%
O=C1CC(C(=O)Nc2ccccc2)S/C(=N\N=C\c2ccco2)N1 (centres undefined) | -6% | -2% | -1%
COCCNC(=S)N(CCc1c(C)[nH]c2ccc(C)cc12)Cc1ccco1 | ? | -5% | ?
CC1CCCC(NC(=O)c2ccc3c(=O)n(CC4CCCO4)c(=O)[nH]c3c2)C1C (centres undefined) | ? | -1% | 18µM*
COc1ccc(/C=C2\Sc3ccc(C(=O)NCc4cccnc4)cc3N(C)C2=O)cc1OC | 21µM* | -13% | 16µM*
CCOc1ccc(-c2nc(Cn3ccn4nc(-c5ccc(OCC)c(Cl)c5)cc4c3=O)c(C)o2)cc1 | -10% | -5% | 12%
CN(c1ccccc1C(=O)O)S(=O)(=O)c1ccc2[nH]c(=O)oc2c1 | -3% | -6% | -5%
NC(=O)[C@H]1CC2(CC(c3cccc(NC(=O)COc4ccc(Cl)cc4)c3)=NO2)CN1C(=O)CC(c1ccccc1)c1ccccc1 (some centres undefined) | ? | -12% | ?
O=C(O)c1cc(Cl)ccc1OS(=O)(=O)c1ccc(Cl)s1 | 22% | -8% | -5%
O=C(NC1CC(=O)N(c2ccc(Cl)cc2)C1)c1ccc(S(=O)(=O)N2CCCC2)cc1 (centres undefined) | ? | -7% | ?
O=C(Nc1ccc(F)c(F)c1)c1oc2ccccc2c1NC(=O)C1CCCO1 (centres undefined) | ? | -11% | 5.2µM*
CCOC(=O)c1nnn(-c2nonc2N)c1CN1CCc2ccccc2C1 | -2% | -6% | -18%
CC1CCN(C(=O)c2ccc(NS(C)(=O)=O)cc2)CC1 | -14% | nt | 3%
CCOC(=O)C1(Cc2ccc(OC)cc2)CCN(C(=O)C2=CCCC2)CC1 | ? | -1% | 18µM*
N#CCCN1CCNCC1 | 3% | 0% | -48%
CC(C)(C)C1CCc2[nH]c3ccccc3c(=O)c2C1 (centres undefined) | 23µM* | -9% | 21µM*
O=C(CSc1nc(-c2ccc(F)cc2)nc2c1Cc1ccccc1O2)Nc1ccc(C(=O)O)cc1 | -12% | 14µM* | -3%
CCCCc1c(-c2ccccc2)ncn1CCc1ccccc1OC | ? | nt | 16µM*
NC(Cc1ccccc1)c1csc(NC(=O)c2cccc(OC(F)(F)F)c2)n1 (centres undefined) | 7.3µM* | nt | 7.3µM*
(continued)
SMILES | TDP1 cell CPT | GCN5L2 inh | DT40 TDP1 no CPT
CC(C)C(=O)NCC(c1cccs1)S(=O)(=O)c1ccc(F)cc1 (centres undefined) | -13% | -7% | 11%
CCC1CN(C(=O)N2CCC(C(=O)NCc3ccc(N(C)C)cc3)CC2)c2ccccc2O1 (centres undefined) | 16µM* | -5% | ?
Cc1c(Cl)cccc1NC(=O)Nc1cccnc1 | -26% | -35% | 0%
S=C(Nc1ccccc1)N1CCn2c1nc1ccccc12 | -9% | -15% | -2%
O=C(NN1C(=O)C2C3C=CC(C3)C2C1=O)C(O)c1ccccc1 (centres undefined) | -3% | -9% | -9%
COc1cc(C)c(NC(=O)Cc2ccsc2)cc1OC | -2% | -5% | 3%
Cn1c(=NC(=O)CCS(=O)(=O)c2ccccc2)sc2cc(F)ccc21 | ? | -4% | ?
CC(=O)Nc1ccc(S(=O)(=O)N2CCC(C(=O)NCCC(=O)NCc3ccccc3)CC2)cc1 | -28% | -1% | 29%
Cn1c(=O)c2c(nc(CCC3CCCC3)n2C)n(C)c1=O | ? | nt | ?
CN(C)C(CNC(=O)C1CCCN1C(=O)c1cccs1)c1ccccc1 (centres undefined) | -3% | -5% | -17%
O=C(NCc1ccncc1)[C@@H]1CCCN1C(=O)[C@H]1CCCN1 | -23% | nt | -1%

One compound at a time, as listed above. Order of screens: TDP1 cell CPT, GCN5L2 inh, DT40 TDP1 no CPT
CCc1ccc(NC(=O)CSc2nc3c(c(=O)[nH]2)CN(Cc2ccc4c(c2)OCO4)CC3)cc1 as listed: -1%, 0%, ?
COc1cc(/C=N/NS(=O)(=O)c2ccccc2)ccc1OS(=O)(=O)c1ccc(C)cc1 as listed: 1%, -4%, -6%
Cn1c(=NC(=O)CCS(=O)(=O)c2ccccc2)sc2cc(F)ccc21 as listed: ?, -4%, ?

Molecules above with two or more sulfur atoms (11):
SMILES | TDP1 cell CPT | GCN5L2 inh | DT40 TDP1 no CPT
COc1ccc(C(=O)Nc2ccc(C)c(S(=O)(=O)N3CCOCC3)c2)cc1S(=O)(=O)N1CCCC1 | 21µM* | nt | ?
C=CCSc1nnc(NC(=O)C23CC4CC(CC(NC(C)=O)(C4)C2)C3)s1 | 0% | -4% | 1%
COc1cc(/C=N/NS(=O)(=O)c2ccccc2)ccc1OS(=O)(=O)c1ccc(C)cc1 | 1% | -4% | -6%
O=C(NCc1ccccc1)C(Cc1ccccc1)NS(=O)(=O)c1cccc2nsnc12 (centres undefined) | -7% | 1% | -10%
CCOC(=O)c1ccc(S(=O)(=O)NNS(=O)(=O)c2ccc(C)cc2)cc1 | 11% | -8% | 1%
CCC1CCCCN1C(=S)NC(=O)c1cccs1 (centres undefined) | ? | -7% | ?
CC1CCCC(C)N1C(=O)CSc1nc2ccccc2s1 (centres undefined) | ? | -5% | ?
Cc1cccc(NC(=O)CSCc2cc(=O)n3c(C)csc3n2)c1C | 0% | 1% | 15%
O=C(O)c1cc(Cl)ccc1OS(=O)(=O)c1ccc(Cl)s1 | 22% | -8% | -5%
CC(C)C(=O)NCC(c1cccs1)S(=O)(=O)c1ccc(F)cc1 (centres undefined) | -13% | -7% | 11%
Cn1c(=NC(=O)CCS(=O)(=O)c2ccccc2)sc2cc(F)ccc21 | ? | -4% | ?

Not all compounds are listed; count on the stated rates, not on these rows.
